DNMT1 block: inhibitors of human DNMT1 | P26358 | DNMT1 molecular beacon, Hinp1I cleavage, fluorescence | inhibition (reported as % activation of signal), % at 10 µM | 0.83% of 360,000 active | AID 588458; in the data active = inhibition above about 50%
SUMO1-SIM PPI: modulators of human SUMO1-mediated protein-protein interactions. P63165. SUMO1 binding to a labelled peptide, TR-FRET, 1 h. inhibition, % at 20 µM. 0.33% of 360,000 active. AID 602429; in the data active = inhibition above about 37%
STEP inh: blocks human striatal-enriched tyrosine phosphatase; P54829; recombinant STEP, OMFP fluorogenic substrate, fluorescence; inhibition, % at 20 µM; 0.25% of 360,000 active; AID 588621;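 active = inhibition at 20 µM, scaled per plate between control wells, above about 37%, limit read from the data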;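 also: 0% = DMSO with enzyme and substrate and 100% = substrate only without enzyme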
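System: isolated STEP enzyme; schedule: 20 min enzyme reaction at room temperature, protected from light; medium: Bis-Tris buffer pH 6.0, 2.5 mM DTT, 0.005% Tween 20; signal: fluorescence, 480/540 nm; dosing: single compound dose of 20 µM, 1% DMSO final; also added: OMFP substrate, 25 µM final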
TbMetRS inhib: blocks T. brucei methionyl-tRNA synthetase activity; AID 624268; 0.4% of 360,000 active; inhibition, % at 11.9 µM; purified T. brucei MetRS, ATP depletion, Kinase-Glo luminescence;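 active = inhibition above a per-plate cutoff of the control wells' mean inhibition plus 3 SD, cut at about 5.5% in these data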;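 also: 0% = DMSO wells median and 100% = median of wells with control inhibitor compound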
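Dosing: 11.9 µM single point; system: parasite MetRS enzyme; technique: luminescence of leftover ATP; times: 15 min enzyme-compound preincubation, 2 h reaction, 10 min detection, 25 °C; replicates: each compound tested once; read-out basis: percent inhibition relative to median high and low control wells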
Scp-1 inhibitor: blocks human Scp-1 phosphatase activity | Q9GZU7 | Recombinant Scp1, phosphopeptide, malachite green phosphate absorbance | 0.88% of 340,000 active | inhibition, % at 20 µM | AID 493091;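 active = inhibition above about 50% at 20 µM, limit read from the data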;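 also: plate controls were DMSO wells with enzyme for no effect and wells lacking enzyme for full effect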
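Test system – truncated SCP-1 phosphatase (76-261aa) · Reagent – Phosphorylated 17-residue peptide substrate · Incubation – 45 min room-temperature reaction, 5 min colour, 30 min stabiliser · Detection – colorimetric phosphate reagent with accelerator and stabiliser, absorbance at 630 nm · Measure – % inhibition at 20 µM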
CendR NRP1 mod: NRP-1/CendR interaction modulation. FAM-RPARPAR peptide binding to NRP-1, fluorescence polarization. 0.85% of 360,000 active. inhibition, % at 25 µM;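 active = inhibition or corrected inhibition above about 18%, plus a signal ratio from 0.5 to 1.5, limit read from the data, passing the limit was not always enough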; also: strong numbers were not always called active
Neddylation inh: inhibitors of human cullin neddylation; P61081+Q13564; calls only at 25 µM; TR-FRET cullin neddylation, biochemical; 0.58% of 360,000 active; in the data active = inhibition above about 36%
Target sequence (P61081 whole entry, looked up): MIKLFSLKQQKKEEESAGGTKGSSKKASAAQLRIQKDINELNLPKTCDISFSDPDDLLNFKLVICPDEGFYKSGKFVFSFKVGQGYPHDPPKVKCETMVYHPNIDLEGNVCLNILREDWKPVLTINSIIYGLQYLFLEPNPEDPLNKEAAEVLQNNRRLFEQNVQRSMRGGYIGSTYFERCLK
Target sequence (Q13564 whole entry, looked up): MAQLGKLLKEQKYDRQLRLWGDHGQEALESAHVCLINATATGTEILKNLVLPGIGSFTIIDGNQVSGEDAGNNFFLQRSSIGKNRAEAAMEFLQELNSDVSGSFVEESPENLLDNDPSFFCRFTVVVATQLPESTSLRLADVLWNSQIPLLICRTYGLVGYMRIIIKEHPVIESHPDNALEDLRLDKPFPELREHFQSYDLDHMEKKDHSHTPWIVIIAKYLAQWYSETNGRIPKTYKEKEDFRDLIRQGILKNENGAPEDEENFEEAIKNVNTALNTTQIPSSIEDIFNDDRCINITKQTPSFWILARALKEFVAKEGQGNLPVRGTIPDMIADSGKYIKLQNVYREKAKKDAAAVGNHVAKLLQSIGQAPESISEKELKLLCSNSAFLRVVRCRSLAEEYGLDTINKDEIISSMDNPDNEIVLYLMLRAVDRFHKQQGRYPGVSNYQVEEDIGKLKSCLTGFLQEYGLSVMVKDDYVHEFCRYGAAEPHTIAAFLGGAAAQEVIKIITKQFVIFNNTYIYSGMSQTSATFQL
LMPTP inh: blocks human LMPTP phosphatase; AID 651560; 0.22% of 360,000 active; inhibition, % at 20 µM; P24666; recombinant LMPTP-A, OMFP fluorogenic substrate, fluorescence intensity;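 active = compounds that cut the enzyme signal by at least half of the control window in the single-dose screen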;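 also: plate controls were DMSO wells with enzyme plus substrate for no effect and substrate without enzyme for full effect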
Target sequence (P24666 whole entry, looked up): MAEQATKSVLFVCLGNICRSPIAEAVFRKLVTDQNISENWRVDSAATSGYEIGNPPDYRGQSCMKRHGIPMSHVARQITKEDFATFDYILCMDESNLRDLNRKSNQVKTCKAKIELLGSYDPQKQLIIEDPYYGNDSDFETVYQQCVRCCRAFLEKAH
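Test system: LMPTP-A, protein tyrosine phosphatase of low molecular weight; Input: 0.625 nM enzyme; Incubation: 50 min dark incubation at room temperature; Signal: endpoint fluorescence intensity from OMFP dephosphorylation; Read-out basis: % inhibition versus control wells.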
NadD inh: inhibitors of Staphylococcus aureus NadD; purified NadD enzyme, colorimetric absorbance read-out; inhibition, % at 20 µM; AID 602399; 0.78% of 360,000 active; in the data active = inhibition above about 26%; also: some compounds past the cut are filed as inactive
SKN-1 inh: inhibitors of C. elegans SKN-1; C. elegans VP596 Pgst-4::GFP/RFP ratio, acrylamide-induced, 24 h; inhibition, % at 21.8 µM; 0.49% of 360,000 active;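 active = interference check ratio from 0.5 to 1.5 plus GFP to RFP signal ratio inhibition reaching or exceeding a fixed threshold, cut at about 30% in these data, passing the limit was not always enough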; also: some compounds called inactive have numbers as strong as hits
Starred values were filed as active, the others as inactive; i = inactive; . = no result given.

nr	Compound	Neddylation inh	DNMT1 block	CendR NRP1 mod	SUMO1-SIM PPI	STEP inh
1	CC(C)(C)c1cc(C(=O)NCCN2CCCC2)cc(C(C)(C)C)c1	i	-1	7	19	-1
2	COc1ccc(Cl)cc1NC(=O)CCn1c(=O)oc2ccccc21	i	0	1	0	0
3	CCOC(=O)CN/C=C(\C#N)c1ccc(F)cc1	i	-1	12	-3	-3
4	Cc1ccc(SCC(=O)c2sc(-c3ccccc3)nc2C)cc1	i	3	9	-14	2
5	CC1CCC(C(C)C)C(=O)/C1=C\c1ccc(NC(=O)CCC(=O)O)cc1 (stereo unspecified)	i	1	11	-4	-3
6	O=C1CCC/C(=N/NC(=O)c2cc(NS(=O)(=O)c3cccs3)cc(NS(=O)(=O)c3cccs3)c2)C1	i	1	-20	15	2
7	COc1ccc(-c2nc(S(=O)(=O)c3ccccc3)c(N3CCOCC3)o2)cc1	i	5	0	2	0
8	CC(CN1CCN(C)CC1)OC(=O)c1ccc(Cl)cc1Cl (stereo unspecified)	i	2	0	-3	-3
9	NS(=O)(=O)c1ccc(NC(=S)NNC(=O)c2ccc(Br)o2)cc1	i	0	9	0	-2
10	Cc1nc([N+](=O)[O-])cn1C(C)C	i	2	2	2	-2
11	CCOC(=O)C1=C(C)N(Cc2ccc(C(=O)O)cc2)C(=O)NC1c1ccc([N+](=O)[O-])cc1 (stereo unspecified)	i	11	16	-15	-3
12	CCn1cc(C(=O)NCc2ccccn2)c(=O)c2cc(F)c(N3CCN(C)CC3)cc21	i	2	12	1	3
13	O=C1/C(=C\Nc2ccc(Cl)cc2)CCN1c1ncccn1	i	-2	-2	-1	0
14	COc1cc(OC)cc(-c2c(-c3cccs3)c3cc(-c4ccc5[nH]ccc5c4)ccc3n2C)c1	i	-6	-21	-1	-1
15	CC(C)CNC(C(=O)Nc1ccc([N+](=O)[O-])cc1Br)c1ccccc1 (stereo unspecified)	i	2	-2	-14	0

nr	Scp-1 inhibitor	TbMetRS inhib	SKN-1 inh	NadD inh	LMPTP inh
1	-7	-0.4	1	1	-6.0
2	-4	-0.1	-19	-8	2.0
3	-6	-0.4	1	3	0.2
4	-19	0.1	-2	4	3.1
5	-3	0.0	8	3	-2.8
6	-16	1.4	5	13	1.7
7	1	-0.3	2	-2	-1.3
8	6	-0.8	-16	-4	-2.5
9	-11	-0.2	14	-3	-0.3
10	4	-0.3	2	0	-2.0
11	-11	0.1	4	0	-2.1
12	-8	-0.4	-35	-7	0.6
13	-3	-1.6	-13	4	1.0
14	-17	-0.2	11	15	3.6
15	0	-1.3	1	4	1.1

More compounds.
nr	Compound	Neddylation inh	DNMT1 block	CendR NRP1 mod	SUMO1-SIM PPI	STEP inh
16	CN(C)c1cccc(-c2csc(N3CCC(C(N)=O)CC3)n2)c1	i	5	14	-1	-2
17	CCOC(=O)C1CCCN(c2c(C(=O)c3ccccc3)cnc3ccccc23)C1 (stereo unspecified)	i	-2	3	-7	-1
18	CC(C)C(=O)NNC(=O)CSc1ncnc2c1cnn2-c1ccccc1Cl	i	2	10	1	0
19	O=C(COc1cccnc1[N+](=O)[O-])Nc1cccc(S(=O)(=O)N2CCOCC2)c1	i	-5	2	-20	1
20	CN(CC(=O)Nc1ccc(OC(F)(F)F)cc1)C(=O)c1ccc(N2CCCC2=O)cc1	i	5	5	1	-1
21	CC1CCC2(CC1)NC(=O)N(CC(=O)N1CC(C)CC(C)C1)C2=O (stereo unspecified)	i	0	5	3	-2
22	Cc1ccc(C2NC(=O)Cc3ccccc32)cc1 (stereo unspecified)	i	-3	-7	-3	-5
23	Cc1noc(C)c1-c1ccc(C(=O)NCc2cccc(Cl)c2)c2occc12	i	2	-3	2	-2
24	CSc1ccccc1NC(=O)CSCc1ccccc1Br	i	-7	4	3	2
25	CCc1ccccc1OCC(=O)Nc1ccc(F)c(S(=O)(=O)N2CCOCC2)c1	i	-2	-5	3	-2
26	COc1ccc(OC)c(C(=O)NC(CC(N)=O)c2ccc(NCCOc3ccccc3)c([N+](=O)[O-])c2)c1 (stereo unspecified)	i	-17	12	-27	-1
27	CS(=O)(=O)c1nc(S(=O)(=O)c2ccc(Cl)cc2)c(N2CCCCC2)s1	i	2	12	4	2
28	CCc1noc(C)c1C(=O)N(C)CC(=O)Nc1cccc(OC)c1	i	2	2	0	-1
29	CC1CCCCC12NC(=O)N(CC(=O)Nc1ccc(S(=O)(=O)Nc3ncccn3)cc1)C2=O (stereo unspecified)	i	-6	-9	1	1
30	CN(CC(=O)Nc1ccc(Cl)c(Cl)c1)C(=O)CNC(=O)C1CCCCC1	i	1	2	-6	-2

nr	Scp-1 inhibitor	TbMetRS inhib	SKN-1 inh	NadD inh	LMPTP inh
16	-3	-0.1	3	11	0.5
17	-1	-0.7	4	-1	-0.4
18	-14	-0.9	-8	-7	-0.6
19	-7	0.1	4	-5	-0.8
20	4	-0.1	3	1	-0.2
21	-5	-0.4	12	-2	-1.4
22	2	-0.8	-8	-4	0.2
23	.	0.5	29	-3	2.9
24	-4	-0.6	-4	-9	2.6
25	-10	0.1	7	-8	0.3
26	-21	-0.3	2	-7	-0.2
27	-9	0.1	18	-12	0.0
28	-7	-0.3	13	-4	-1.4
29	-5	0.1	0	-1	0.6
30	-4	0.0	17	-4	-0.6

Following part
nr	Compound	Neddylation inh	DNMT1 block	CendR NRP1 mod	SUMO1-SIM PPI	STEP inh
31	O=C(COC(=O)/C=C/c1ccco1)NCc1ccccc1Cl	i	2	-3	-12	1
32	CNc1sc(C(=O)c2cccs2)c(N)c1-c1nc2ccccc2s1	i	-5	-48	-4	-4
33	O=C(CNC(=O)c1n[nH]c2ccccc12)Nc1ccc(F)c(F)c1F	i	17	10	5	2
34	Cc1ccc(S(=O)(=O)N2CCC(C(=O)NCC3CCCCC3)CC2)cc1	i	2	8	4	-1
35	CC(=O)NC(C)(c1ccccc1)c1nc(-c2cccc(F)c2)cs1 (stereo unspecified)	i	4	7	0	-1
36	Cc1ccc(S(=O)(=O)N2CCOCC2)cc1C(=O)Nc1cc(S(=O)(=O)N2CCCCC2)ccc1O	i	4	-7	6	-1
37	CNS(=O)(=O)c1ccc(C(=O)NCC(=O)NC(C)c2cccs2)cc1 (stereo unspecified)	i	1	4	-2	-1
38	O=C(c1cccs1)N1CCn2c1nc1ccccc12	i	2	-2	1	-3
39	CCN(CC)S(=O)(=O)c1cc(NC(=O)COC(=O)CCC(=O)c2ccc(F)cc2)ccc1C	i	3	-19	-1	0
40	Nc1c(Br)cc(Br)c2c1C(=O)c1c(cccc1S(=O)(=O)O)C2=O	i	3	-1	12	7
41	Cc1ccc(-n2c(C)nc3oc4ccccc4c(=O)c3c2=O)cc1	i	99*	-9	25	49*
42	O=C(COC(=O)c1ccc(S(=O)(=O)NCc2ccco2)cc1)Nc1ncc(Cl)cc1Cl	i	9	-14	6	-1
43	COc1ccc(N2CCN(C(=O)CCc3ccccc3)CC2)cc1	i	-1	8	3	3

nr	Scp-1 inhibitor	TbMetRS inhib	SKN-1 inh	NadD inh	LMPTP inh
31	3	-0.6	7	-1	1.4
32	-23	-0.6	0	16	-0.7
33	-6	0.0	-16	2	-0.1
34	-5	-0.8	-7	-9	0.4
35	.	0.0	3	-4	-0.9
36	-6	0.1	-2	8	-0.2
37	10	0.2	13	3	-0.7
38	-3	-1.3	-24	4	-0.5
39	-8	0.1	14	-4	1.6
40	10	-0.1	27	-1	3.4
41	68*	0.1	10	4	61*
42	12	0.4	2	6	-1.3
43	-4	0.4	-7	2	-0.2

Entries shown so far that have an aryl methoxy group, in the order listed:
nr	Compound	Neddylation inh	DNMT1 block	CendR NRP1 mod	SUMO1-SIM PPI	STEP inh
2	COc1ccc(Cl)cc1NC(=O)CCn1c(=O)oc2ccccc21	i	0	1	0	0
7	COc1ccc(-c2nc(S(=O)(=O)c3ccccc3)c(N3CCOCC3)o2)cc1	i	5	0	2	0
14	COc1cc(OC)cc(-c2c(-c3cccs3)c3cc(-c4ccc5[nH]ccc5c4)ccc3n2C)c1	i	-6	-21	-1	-1
26	COc1ccc(OC)c(C(=O)NC(CC(N)=O)c2ccc(NCCOc3ccccc3)c([N+](=O)[O-])c2)c1 (stereo unspecified)	i	-17	12	-27	-1
28	CCc1noc(C)c1C(=O)N(C)CC(=O)Nc1cccc(OC)c1	i	2	2	0	-1
43	COc1ccc(N2CCN(C(=O)CCc3ccccc3)CC2)cc1	i	-1	8	3	3

nr	Scp-1 inhibitor	TbMetRS inhib	SKN-1 inh	NadD inh	LMPTP inh
2	-4	-0.1	-19	-8	2.0
7	1	-0.3	2	-2	-1.3
14	-17	-0.2	11	15	3.6
26	-21	-0.3	2	-7	-0.2
28	-7	-0.3	13	-4	-1.4
43	-4	0.4	-7	2	-0.2

Hits appear at their usual frequency (roughly 4.6% active in at least one column).
